CHRM1 PAM: human CHRM1 positive allosteric modulation | activation, % at 3 µM | 0.088% of 360,000 active | P11229 | CHO-K1 hM1, Fluo-8 calcium fluorescence, ACh EC20; 0% = ACh EC20, 100% = maximal ACh | AID 588819; in the data active means activation above about 19%, passing the limit was not always enough
M4 antag: blocks acetylcholine activation of human M4 receptor; CHO-hM4 cells, ACh EC80, Fluo-8 calcium fluorescence; 0.73% of 360,000 active; inhibition, % at 3 µM; P08173; AID 624125;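 active means inhibition above its plate's cutoff, the mean inhibition of sample wells plus 3 SD, cut at about 27% in these data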;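 further: 0% = acetylcholine EC80 with DMSO and 100% = DMSO without agonist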
Target sequence (P08173 whole entry, looked up): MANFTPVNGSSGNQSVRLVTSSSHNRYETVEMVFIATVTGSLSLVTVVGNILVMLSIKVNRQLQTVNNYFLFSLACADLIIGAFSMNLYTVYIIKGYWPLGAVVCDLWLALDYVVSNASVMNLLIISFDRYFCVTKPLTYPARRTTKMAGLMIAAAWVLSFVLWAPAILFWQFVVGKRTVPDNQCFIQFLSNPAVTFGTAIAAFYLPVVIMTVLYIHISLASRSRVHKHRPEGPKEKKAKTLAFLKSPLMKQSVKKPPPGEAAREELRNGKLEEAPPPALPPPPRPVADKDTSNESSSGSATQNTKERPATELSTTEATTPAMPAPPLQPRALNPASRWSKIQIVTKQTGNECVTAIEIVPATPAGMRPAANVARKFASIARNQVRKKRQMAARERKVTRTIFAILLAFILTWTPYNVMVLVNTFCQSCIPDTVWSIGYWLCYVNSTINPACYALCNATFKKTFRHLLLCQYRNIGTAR
CHRM5 PAM: positive allosteric modulators of human muscarinic M5 receptor | CHO-K1 hM5, Fluo-8 calcium, ACh EC20 PAM; 0% = ACh EC20, 100% = ACh EC100 | activation, % at 3 µM | 0.3% of 360,000 active | AID 624038;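 active means activation above the run cutoff, the mean activation of all test compounds plus 3 SD, cut at about 18% in these data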
Target sequence (P08912 whole entry, looked up): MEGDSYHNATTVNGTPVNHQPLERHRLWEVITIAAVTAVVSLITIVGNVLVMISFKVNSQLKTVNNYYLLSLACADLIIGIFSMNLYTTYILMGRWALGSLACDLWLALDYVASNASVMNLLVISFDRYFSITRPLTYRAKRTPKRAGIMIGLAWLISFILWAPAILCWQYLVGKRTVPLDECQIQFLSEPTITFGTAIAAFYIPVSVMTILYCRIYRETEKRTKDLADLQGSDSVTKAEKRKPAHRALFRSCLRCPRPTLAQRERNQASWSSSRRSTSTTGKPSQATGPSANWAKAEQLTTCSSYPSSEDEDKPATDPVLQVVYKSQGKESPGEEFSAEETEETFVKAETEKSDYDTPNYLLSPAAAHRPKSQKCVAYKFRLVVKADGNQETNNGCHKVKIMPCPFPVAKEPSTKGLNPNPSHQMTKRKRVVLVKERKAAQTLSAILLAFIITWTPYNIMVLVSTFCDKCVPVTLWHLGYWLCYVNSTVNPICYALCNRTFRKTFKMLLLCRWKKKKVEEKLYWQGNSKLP
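Measured by: Fluo-8 calcium fluorescence; material: human M5 receptor in CHO-K1 cells; schedule: Post-acetylcholine fluorescence recording 140 s; benchmarks: low control EC20 acetylcholine (0%), high control EC100 acetylcholine (100%); read-out: Max/basal fluorescence ratio as % of EC20–EC100 ACh window; compound: single dose, 3 µM nominal final test concentration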
CRFR2-BP ag: CRF-BP/CRF-R2 complex agonism; 0.46% of 350,000 active; activation, % at 13.2 µM; AID 588473; HEK293 CRF-R2/CRF-BP, calcium dye fluorescence (FLIPR); percent of saturating CRF peptide response;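 active means activation of at least 50%, plus an integration ratio under a set limit after plate pattern correction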;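 further: plate controls were neutral control wells without compound for no effect and CRF at EC100 for full effect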
CHRM1 antagonist: human CHRM1 antagonism; P11229; CHO-K1 hM1, Fluo-8 calcium fluorescence, ACh EC80 antagonist; inhibition, % at 3 µM; AID 588852; 1.3% of 360,000 active;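 active means percent inhibition above its own plate's cutoff, namely the mean of that plate's compound wells plus 3 SD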;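 further: peak over basal fluorescence ratio during 140 s after agonist addition; 0% = ACh EC80 plus DMSO and 100% = DMSO alone without agonist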
CHRM4 PAM: positive allosteric modulators of human muscarinic M4 receptor; P08173; CHO-K1 hM4/Gqi5, Fluo-8 calcium fluorescence, ACh EC20; 0% = ACh EC20, 100% = maximal ACh; activation, % at 3 µM; 0.4% of 360,000 active;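 active means activation above its plate's cutoff, the mean activation of sample wells plus 3 SD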; further: some results filed as inactive read as strong as hits
CHRM4 agonist: agonists of human muscarinic M4 receptor (CHRM4) | P08173 | CHO-K1 hM4/Gqi5, Fluo-8 calcium fluorescence; vehicle 0%, full acetylcholine response 100% | activation, % at 3 µM | 0.14% of 360,000 active | AID 624127;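 active means activation above the run mean over all test wells plus 3 SD, cut at about 32% in these data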;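 further: peak over basal fluorescence ratio per well then scaled between controls; 0% = DMSO wells and 100% = acetylcholine at EC100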
M5 ag: CHRM5 agonism in calcium assay. 0.19% of 360,000 active. CHO-K1 hM5 cells, Fluo-8 calcium fluorescence; 0% DMSO wells, 100% maximal acetylcholine response. activation, % at 3 µM. P08912;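 active means activation above the run's mean over test compounds plus 3 SD, cut at about 23% in these data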;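 further: signal is peak over basal fluorescence ratio across the kinetic read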
CHRM5 antagonist: antagonists of human muscarinic M5 receptor (CHRM5). P08912. CHO-hM5 cells, Fluo-8 calcium fluorescence, ACh EC80. inhibition, % at 3 µM. 0.59% of 360,000 active. AID 624040;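 active means inhibition above a per-plate cutoff, the mean of that plate's test compounds plus 3 SD, cut at about 27% in these data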;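 further: 0% = acetylcholine EC80 with DMSO and 100% = DMSO without agonist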
* marks the source's active call; other numbers are inactive results; x = not tested or not shown.

SMILES	CHRM1 PAM	M4 antag	CHRM5 PAM	CRFR2-BP ag	CHRM1 antagonist	CHRM4 PAM	CHRM4 agonist	M5 ag	CHRM5 antagonist
CCC(C)(C)C1CCC2(CC1)NC(=S)N(c1ccccc1)N2 (centres undefined)	5	-4	12	-0.8	-11	6	0	-5	-6
Cc1c(C(=O)N2CCCCCC2(C)C(=O)NCC(C)C)oc2ccccc12 (centres undefined)	14	-13	1	x	-25	5	0	-1	-3
O=C1CC(C(=O)N2CCN(c3ccccc3)CC2)CN1Cc1ccccc1 (centres undefined)	11	3	2	0.5	-9	6	1	2	4
CSc1ccc(C(=O)N2CCC(CCC(=O)NCc3ccc(F)cc3)CC2)cc1	4	-10	5	0.7	-14	-8	2	-2	-12
COC(=O)C1C(c2ccccc2)NC(=O)NC1(O)C(F)(F)Cl (centres undefined)	12	-4	4	-1.9	-18	7	1	2	1
Cc1ccsc1C(=O)N1CCC1(C)C(=O)NCC(C)(C)C (centres undefined)	12	-4	4	x	-15	1	1	1	6
CC(=O)NCC(=O)OC(C(=O)c1ccccc1)c1ccc(Cl)cc1 (centres undefined)	9	3	-1	-0.1	-11	-4	3	-1	1
CC1=C(C)C(=O)C(CCCCC#CCCCC#CCO)=C(C)C1=O	-5	-2	-10	2.1	-12	-7	14	9	2
Cc1ccc(S(=O)(=O)N2CCC(C(=O)Nc3ccccc3N3CCCCC3)CC2)cc1	-1	12	1	-0.8	-20	1	-1	2	3
O=C(c1cnn2cccnc12)N1CCN(Cc2ccc3c(c2)OCO3)CC1	5	0	0	2.0	-3	-3	0	0	3
Cc1ccc(C)c(NC(=S)N2CCN(CCO)CC2)c1	0	-6	4	-4.3	-7	9	1	-2	-5
COc1ccccc1NC(=O)N1CCCC(CNC(=O)c2ccccc2Cl)C1 (centres undefined)	-2	-3	-5	0.2	5	3	0	-2	-5
O=C1CN(C(=O)COC(=O)CCc2ccccc2)c2ccccc2N1	5	-4	-1	0.2	-17	9	5	3	6
N#C/C(=C/c1ccncc1)c1nc2ccccc2s1	-9	25	-15	23	9	-12	21	26*	30*
Cc1ccc(NC(=O)OCc2cc(-c3ccccc3)on2)cc1	-1	-7	1	1.0	2	-5	0	-3	0
COc1ccc(/C(C)=N/NC2=NCCN2)cc1Cl	8	-7	3	7.9	-9	3	3	-5	3
CCn1ccnc1CNC(=O)CC1C(=O)NCCN1Cc1ccccc1F (centres undefined)	1	-1	-8	1.7	3	-1	0	3	7
N#C/C(=C/c1ccc(-c2ccccc2[N+](=O)[O-])o1)C(N)=O	13	3	1	0.9	-8	2	1	-1	5
O=C1/C(=C/c2cccnc2)Sc2ccccc21	25*	-6	12	3.1	-4	1	-1	2	-5
O=C(C[C@@H]1C=C[C@H](NC(=O)Cc2ccccn2)[C@@H](CO)O1)NCCc1ccccc1	x	7	2	x	x	1	0	2	2
CCC1Oc2ccc(C)cc2N(CC(=O)N2CCCC2)C1=O (centres undefined)	3	-2	3	-1.3	-6	2	0	3	6
COCCNc1ncnc2c1ncn2[C@H]1CN(Cc2ccc3c(c2)OCO3)C[C@@H](CO)O1	2	-6	-1	x	-5	2	2	-1	20
CCCCNC(=O)N1CCN(Cc2cccc(F)c2)CC1	6	-1	-2	-2.5	2	1	1	-3	-1
COc1cc(-c2nc(Cc3ccccc3Cl)no2)cc(OC)c1OC	6	-4	10	2.6	1	1	-2	-4	-4

The final 2 entries of the section above are carried over, then new ones follow:
SMILES	CHRM1 PAM	M4 antag	CHRM5 PAM	CRFR2-BP ag	CHRM1 antagonist	CHRM4 PAM	CHRM4 agonist	M5 ag	CHRM5 antagonist
CCCCNC(=O)N1CCN(Cc2cccc(F)c2)CC1	6	-1	-2	-2.5	2	1	1	-3	-1
COc1cc(-c2nc(Cc3ccccc3Cl)no2)cc(OC)c1OC	6	-4	10	2.6	1	1	-2	-4	-4
Clc1ccc(OCCCN2CCc3ccccc3C2)c(Br)c1	-13	-12	0	0.5	12	-4	2	-2	1
Cc1[nH]nc(-c2ccc(O)c(C)c2O)c1-c1cnn(-c2ccccc2)c1	-5	1	-6	-0.6	1	4	14	5	11
Cc1oc2cc3oc(=O)ccc3cc2c1C	11	-17	0	-0.5	-15	3	3	-5	-3
Cn1c(=O)cc(SCC(=O)N2CCN(c3ccccc3)CC2)c2ccccc21	-2	6	0	-0.3	7	-9	4	-3	1
COc1ccc(S(=O)(=O)N2CCCCCC2)cc1NC(=O)c1c2c(nc3ccccc13)CCN(Cc1ccccc1)C2	-8	19	-13	0.8	18	-26	12	1	16
Oc1c(Br)cc(Br)cc1CNc1ccccn1	-4	1	-10	-0.1	5	-7	0	-13	5
COc1ccc(/C=N/NC(=S)Nc2c(C)n(C)n(-c3ccccc3)c2=O)cc1OC	4	-13	3	4.2	-9	6	1	2	-1
O=C(N/N=C/c1ccc(O)c(O)c1)c1cccc(S(=O)(=O)N2CCCC2)c1	8	-3	-1	0.2	-14	4	2	1	4
C/C(=N\NC(=O)c1ccc(CSc2nncn2C)cc1)c1ccc2ccccc2c1	12	1	-5	0.2	-8	0	1	-3	7
COc1ccc(CN(C)C(C)C(=O)Nc2cccc3ccccc23)cc1 (centres undefined)	-4	-10	-4	-0.1	3	-2	-2	-6	6
CCc1cccc(CC)c1NC(=O)c1ccccc1	17	5	7	0.0	-7	8	0	-4	-7
Nc1ccc(Nc2ccc([N+](=O)[O-])cc2[N+](=O)[O-])cc1	-4	-11	-3	-1.6	-2	2	2	-3	1

M5 ag, entries above that show a hit.
SMILES	CHRM1 PAM	M4 antag	CHRM5 PAM	CRFR2-BP ag	CHRM1 antagonist	CHRM4 PAM	CHRM4 agonist	M5 ag	CHRM5 antagonist
N#C/C(=C/c1ccncc1)c1nc2ccccc2s1	-9	25	-15	23	9	-12	21	26*	30*

Continuation:
SMILES	CHRM1 PAM	M4 antag	CHRM5 PAM	CRFR2-BP ag	CHRM1 antagonist	CHRM4 PAM	CHRM4 agonist	M5 ag	CHRM5 antagonist
COC(=O)c1cc(-c2c(-c3cc(OC)c(OC)c(OC)c3)noc2C)cc([N+](=O)[O-])c1	15	26	-1	-1.6	-4	2	0	-7	5
COc1ccc(/C=N/n2cncn2)cc1Cn1nc(C)c([N+](=O)[O-])c1C	4	-1	3	-1.3	-6	-3	1	-2	-1
CCCOc1cccc(C2/C(=C(/O)c3ccc4c(c3)CC(C)O4)C(=O)C(=O)N2CCN2CCOCC2)c1 (centres undefined)	5	3	-7	0.4	-3	-6	2	-3	20
NC(=O)c1ccc(/C=N/O)[n+](Cc2ccccc2)c1	9	0	-1	4.3	-19	-2	0	-4	9
Cc1cc(C)c2nc(SCC(=O)NC(=O)c3cccn3C)cc(C)c2c1	-5	-3	6	-0.8	9	5	1	-4	7
CN(Cc1cn[nH]c1-c1ccc(-c2ccccc2)cc1)CC1CCOCC1	3	-19	2	-0.9	-9	-6	8	0	-4
COc1ccccc1C(=O)N/C(=C/c1ccc2c(c1)OCO2)C(=O)Nc1cccc(C(=O)O)c1	7	-2	0	-0.8	-5	-1	-1	-2	8
O=C(NCc1ccc(Cl)cc1)C(=O)N/N=C/c1ccc(Br)cc1	15	-11	8	6.0	-13	17	0	-1	-4
CC(Sc1ccc2ccccc2n1)C(=O)O (centres undefined)	6	-6	0	-2.3	-30	1	0	-2	9
CCOC(=O)c1cnn(-c2ccccc2)c1-n1cccc1C(=O)C(=O)Nc1ccc(OC)cc1	19*	-13	-3	2.4	-37	12	0	-9	-12
Cc1ccc(S(=O)(=O)CC(=O)Nc2nnc(C(C)(C)C)s2)cc1	-2	-5	2	-0.4	4	-6	0	-3	10
O=C(c1ccccc1F)N1CCN(c2ccc([N+](=O)[O-])c3ncccc23)CC1	4	7	-5	-4.5	-5	-7	5	1	2
CC(C)CC(=O)Nc1nnc(SCC(=O)NC2CCCCC2)s1	9	3	2	0.2	-5	6	0	-4	9
C/C(=N\NC(=O)c1nnn(-c2nonc2N)c1CN(C)c1ccccc1)c1cccnc1	4	-16	-7	1.3	1	-1	7	-4	13
Cc1cccnc1NC(=O)Cn1nc(C)c([N+](=O)[O-])c1C	5	-8	6	2.4	-10	7	0	-3	-2
CCNC(=O)c1cc2c(c(-c3cccc(-c4ccccc4F)c3)n1)[C@@H](CCO)N(C(=O)CC1CC1)C2	x	0	-9	x	x	3	9	-1	13
O=C(/C=C/c1ccc(Cl)cc1)Nc1ccc(N2CCOCC2)cc1	9	-18	10	2.0	-13	14	2	1	2
COc1ccccc1NC(=S)N1CCC(C(=O)c2ccc(F)cc2)CC1	13	-6	7	0.3	-1	2	1	2	2
Cc1cccc(CC(=O)N2CCN(C(=O)c3ccco3)CC2)c1	1	-6	-5	4.6	-5	-1	1	-3	8
COc1cc(OC)c(/C=N/NC(=O)COc2cccc3cccnc23)c(OC)c1	-3	-13	-19	-1.0	8	-17	18	-1	16
Cc1ccc(NC(=O)CN2C(=O)C(C)Oc3ccccc32)nc1 (centres undefined)	5	-2	6	1.0	-7	4	1	2	-6
O=C(N/N=C/c1cccc(Oc2ccc([N+](=O)[O-])cc2[N+](=O)[O-])c1)c1cncc(Br)c1	-12	-7	-3	0.4	5	3	1	-1	2
CN1CCN(S(=O)(=O)c2ccc(Cl)c(C(F)(F)F)c2)CC1	8	-11	-1	1.1	-18	2	1	0	-3
Cc1ccc(S(=O)(=O)/N=C(/c2ccc(F)cc2)N2CCCC2)cc1	1	-1	4	0.4	-4	1	0	-2	-10
CCN(Cc1ccncc1)C(=O)c1ccc(Br)o1	14	16	-1	0.0	-16	5	1	-3	1
Cc1onc(-c2ccccc2)c1C(=O)Nc1ccon1	6	2	7	-3.2	-9	3	-1	3	1
Cc1cccc(NC(=S)NNC(=O)Cc2ccccc2)c1	6	-2	-6	0.2	-4	-3	1	-2	5
CCOc1ccccc1NC(=O)COC(=O)c1ccc(S(=O)(=O)N2CCCC2)cc1	-13	0	-8	1.4	11	4	4	-3	5
CC(=O)N1CCCc2cc(S(=O)(=O)N3CCCC(C(=O)NCc4ccccc4)C3)ccc21 (centres undefined)	-3	6	-6	-0.9	3	-5	4	0	11
Clc1ccccc1-c1cccc2nccn12	-3	-3	4	x	-5	2	3	2	-5
CC(Sc1nc2ccc(C(=O)c3ccccc3)cc2[nH]1)C(=O)O (centres undefined)	10	-2	3	-0.4	-19	-1	0	2	-3
CC1CCN(Cc2ccc(-c3nnn(CC(=O)Nc4ccccc4Cl)n3)cc2)CC1	-30	8	-5	1.3	5	-19	6	-6	-3
Cc1ccc(CN2C(=O)c3ccccc3C2c2nnnn2C(C)C)cc1 (centres undefined)	x	1	1	x	x	2	0	1	-2
Cn1ccnc1SCC(=O)Nc1ccc2c(c1)OCO2	9	-6	0	3.7	-10	12	1	0	10
CN1CCN(C(=O)c2cc3nc(-c4ccco4)cc(C(F)(F)F)n3n2)CC1	0	-6	-1	-1.1	4	-2	3	2	6
Cc1ccccc1/C=C1\OC(=O)c2ccccc21	4	1	2	-0.9	-18	3	-3	-2	-3
CN(CC(=O)Nc1ccccc1Cl)C(=O)C1CCN(C(=O)c2ccc(Cl)cc2)CC1	3	10	9	-0.2	5	-6	1	4	-7
O=C(CSC(=S)N1CCCC1)N(Cc1nnc(-c2ccccc2Cl)o1)C1CC1	-6	7	-7	-2.7	5	-8	1	0	14

Screening results deposited in PubChem BioAssay by several laboratories.
